Hep lipid drop: hepatic lipid droplet formation modulation | 0.4% of 240,000 active | AID 1656 | AML12 mouse hepatocytes, oleate lipid droplets, BODIPY imaging | inhibition, % at 6.5 µM;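 active = lipid droplet intensity inhibited by at least 50%, with more than 500 cells counted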
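Test system: AML12 hepatocytes (mouse); reagent: oleate loading, 100 µM; dosing: one dose, 6.5 µM compound; incubation: overnight exposure; signal: fluorescence imaging, 20x objective, two fields per well; read-out basis: % inhibition of corrected integrated BODIPY droplet signal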
TNAP activators: human TNAP enzyme activators, primary screen, biochemical, luminescent, no phosphate acceptor, uHTS (AID 1001); purified TNAP, luminescent activation assay, no phosphate acceptor; higher activation fold means a stronger effect; activation fold at 20 µM, or EC50 in µM where a hit was titrated; 0.03% of 200,000 active; in the data active = activation fold from about 3, or a potency from the dose series; inactive = the rest, 99 in 100 with activation fold below about 1.6; note: many of its hits are not listed in these tables
PMI inhibitors: MPI enzyme activity inhibition – biochemical, fluorescence intensity, coupled assay, primary screen (AID 1209). purified PMI enzyme, coupled fluorescence intensity; higher % means a stronger effect. one-dose inhibition, % at 20 µM; IC50 in µM for titrated hits. 0.42% of 190,000 active;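 note: plate controls were DMSO vehicle for no effect and wells lacking substrate for full effect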
M1AAP inhibition: P. falciparum M1AAP inhibitors, biochemical, fluorogenic H-Leu-NHMec substrate, 1536-well (AID 1445); inhibition, % at 30 µM, or IC50 in µM where a hit was titrated; recombinant M1AAP, H-Leu-NHMec fluorogenic kinetic assay; higher % means a stronger effect; 0.42% of 220,000 active;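 active = primary inhibition above the hit cutoff, then over 50% inhibition at one or more dose response concentrations, cut at about 23% in these data, passing the limit was not always enough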;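 note: plate controls were DMSO full reaction for no effect and no enzyme background for full effect; strong numbers were not always called active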
human PMI inhibitors: MPI inhibition at elevated mannose 6-phosphate – biochemical, fluorescence intensity, high mannose 6-phosphate, primary screen (AID 1220) | 0.66% of 190,000 active | inhibition, % at 20 µM; hits with a dose series show IC50 in µM | recombinant PMI enzyme, coupled fluorescence intensity; higher % means a stronger effect
P. falciparum M17LAP: P. falciparum M17LAP inhibitors, primary screen, biochemical, fluorogenic H-Leu-NHMec substrate, 1536-well (AID 1619). recombinant M17LAP, H-Leu-NHMec fluorogenic kinetic assay; higher % means a stronger effect. one-dose inhibition, % at 30 µM; IC50 in µM for titrated hits. 0.38% of 220,000 active;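 active = compound inhibiting the enzyme by more than half at any dose during confirmatory dose-response retesting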;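 note: plate controls were full reaction with DMSO carrier for no effect and no enzyme background for full effect; strong numbers were not always called active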
UTI89 phage lysis: inhibition of K1F phage lysis, E. coli UTI89, bacterial capsule biogenesis inhibitors, alamar blue (AID 488966). E. coli UTI89 K1F phage lysis, alamar blue, 2 h; higher % means a stronger effect. inhibition, % at 100 µM, or IC50 in µM where a hit was titrated. 0.02% of 340,000 active;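 active = phage lysis inhibition, versus mean bacterial control, above a set limit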;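 note: capsule biogenesis inhibitors block K1F phage lysis so surviving cells raise fluorescence; higher fluorescence means more inhibition of phage lysis; actives were called in the ten point dose series up to 300 µM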
SIAH1 antagonists: blockers of Siah-1 interaction with plectin peptide – biochemical, fluorescence polarization, rhodamine-plectin, uHTS, primary screen (AID 1817); one-dose displacement, % at 20 µM; IC50 in µM for titrated hits; Siah-1 / rhodamine-plectin peptide fluorescence polarization; higher % means a stronger effect; 0.02% of 290,000 active;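 active = displacement of at least 50% at 20 µM, with a fluorescence ratio check between 0.3 and a set limit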;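 note: plate controls were Siah plus tracer with DMSO for no effect and tracer alone without Siah for full effect; strong numbers were not always called active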
XIAP displacement: small molecules displacing peptide from XIAP – biochemical, IAP family, fluorescence polarization (AID 1018); XIAP BIR domain, fluorescence polarization peptide displacement; higher % means a stronger effect; displacement, % at 20 µM; hits with a dose series show IC50 in µM; 0.007% of 200,000 active; in the data active = displacement above about 50%; note: a part of the inactive calls stands beside numbers as strong as those of hits
Hep lipid drop cells 6.5 µM: second read-out of Hep lipid drop, no call of its own (marks repeat the call); cell count; measured here: cell count, cytotoxicity flag;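 cells counted across two imaged fields per well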
Numbers without * were called inactive; / = no result given; [ ] = remark or other dose. Cut-off read from the data, not from the text of the source, unless noted: active = inhibition above about 50%; inactive = the rest.

Letter code – A = Hep lipid drop; B = Hep lipid drop cells 6.5 µM; C = TNAP activators; D = PMI inhibitors; E = M1AAP inhibition; F = human PMI inhibitors; G = P. falciparum M17LAP; H = UTI89 phage lysis; I = SIAH1 antagonists; J = XIAP displacement
> O=C(CSc1nnc(Cc2ccccc2)o1)Nc1ccccc1
  A: -1	B: 638	C: 1.1	D: 5%	E: -1%	F: 3%	G: 5%	H: 0.0%	I: -2%	J: -6.3%

> CCCc1cc(C(=O)Nc2sc3c(c2C(=O)OCC)CCCC3)no1
  A: -2	B: 703	C: 1.1	D: 10%	E: 6%	F: 9%	G: 14%	H: -0.1%	I: 10%	J: -0.3%

> Cc1noc(C)c1S(=O)(=O)N(CC(=O)N1CCn2c1nc1ccccc12)c1ccc(C(C)C)cc1
  A: /	B: /	C: 0.8	D: 8%	E: 3%	F: -4%	G: 4%	H: 0.6%	I: 3%	J: -18%

> O=C(NN=C1CCN(Cc2ccccc2)CC1)c1cccc(S(=O)(=O)Nc2ccccc2Cl)c1
  A: -3	B: 674	C: 1	D: 4%	E: 22%	F: 3%	G: 17%	H: -0.1%	I: -8%	J: -9.0%

> Cc1nnc(NC2=NCCC2)s1
  A: /	B: /	C: 1.2	D: -2%	E: 7%	F: -4%	G: 7%	H: -0.3%	I: 0%	J: 9.5%

> Cn1c2ccccc2c2cc(C(=O)NNS(=O)(=O)c3ccc(F)cc3)sc21
  A: -1	B: 706	C: 1.3	D: 9%	E: 10%	F: 8%	G: 3%	H: 0.6%	I: -2%	J: 1.8%

> O=C(CCNC(=O)Cn1ccc2ccccc2c1=O)NCc1ccccn1
  A: 5	B: 711	C: 1	D: -4%	E: 3%	F: -1%	G: -7%	H: 0.2%	I: 4%	J: -4.7%

> Cn1c(=O)[nH]c(=O)c2c1nc(CN(Cc1ccccc1)Cc1ccccc1)n2CCN1CCOCC1
  A: /	B: /	C: 1	D: -1%	E: 2%	F: -5%	G: 0%	H: 5.3%	I: -5%	J: -2.8%

> O=S(=O)(Cc1ccc(Cl)cc1)c1ncc(CO)n1Cc1ccccc1
  A: -17	B: 587	C: 1.1	D: -1%	E: 1%	F: -3%	G: -3%	H: 0.4%	I: 0%	J: -5.1%

> CCn1c(Cn2nnc(-c3ccccc3)n2)nnc1SCC(=O)Nc1ccc(N(C)C)cc1
  A: /	B: /	C: 1.1	D: 7%	E: 5%	F: 16%	G: 5%	H: 1.6%	I: 3%	J: -6.4%

> O=C(CSc1nnc(-c2cccs2)o1)NCc1ccco1
  A: 0	B: 669	C: 1.1	D: 5%	E: -1%	F: 10%	G: 17%	H: 0.6%	I: -2%	J: -5.4%

> Cc1sc2ncnc(OCc3nnc(-c4cccs4)o3)c2c1C
  A: -2	B: 756	C: 1.1	D: -1%	E: -10%	F: 4%	G: -11%	H: 0.4%	I: -2%	J: -5.4%

> Cc1[nH]nc(N2CCCCCC2)c1[N+](=O)[O-]
  A: /	B: /	C: 0.7	D: 2%	E: 9%	F: 3%	G: 15%	H: -0.1%	I: 4%	J: -1.4%

> CCn1c(=O)c2c(nc3n2CCCN3c2cccc(C)c2)n(C)c1=O
  A: 16	B: 813	C: /	D: /	E: 8%	F: /	G: 6%	H: 3.4%	I: 14%	J: /

> CC1=C(C(N)=O)C(c2cccs2)n2nc(-c3cccc(Cl)c3)nc2N1 (stereo not given)
  A: /	B: /	C: 1	D: 3%	E: -4%	F: 1%	G: 5%	H: 0.0%	I: 0%	J: -4.3%

> Cc1cccc(CS(=O)(=O)Cc2ccc(C(=O)NCCCN3CCOCC3)o2)c1
  A: /	B: /	C: 1.1	D: 8%	E: -8%	F: 10%	G: -1%	H: 0.4%[50 µM]	I: 1%	J: -9.7%

> CCOCc1cc(C)[nH]c(=O)c1C#N
  A: /	B: /	C: 1.1	D: -4%	E: 1%	F: -8%	G: -53%	H: 0.4%[50 µM]	I: -1%	J: -2.9%

> COc1ccc(NS(=O)(=O)c2ccc(N3CCCC3)c(NC(=S)Nc3cccc(S(=O)(=O)N(C)C)c3)c2)cc1
  A: -25	B: 644	C: 1.2	D: 70%*	E: 4%	F: 50%	G: 4%	H: /	I: -1%	J: -7.4%

> CN(C)CCNC(=O)Cc1ncc(C(F)(F)F)cc1Cl
  A: 7	B: 701	C: 1	D: 0%	E: -3%	F: 8%	G: 18%	H: 0.1%	I: -2%	J: -8.7%

> COc1cccc(N=C(N)N)c1
  A: 1	B: 737	C: 1.1	D: -2%	E: -8%	F: -7%	G: -1%	H: -0.1%	I: 20%	J: -3.6%

3 entries from above, arranged by molar mass, descending.
Letter code – A = Hep lipid drop; B = Hep lipid drop cells 6.5 µM; C = TNAP activators; D = PMI inhibitors; E = M1AAP inhibition; F = human PMI inhibitors; G = P. falciparum M17LAP; H = UTI89 phage lysis; I = SIAH1 antagonists; J = XIAP displacement
> COc1ccc(NS(=O)(=O)c2ccc(N3CCCC3)c(NC(=S)Nc3cccc(S(=O)(=O)N(C)C)c3)c2)cc1
  A: -25	B: 644	C: 1.2	D: 70%*	E: 4%	F: 50%	G: 4%	H: /	I: -1%	J: -7.4%

> Cc1cccc(CS(=O)(=O)Cc2ccc(C(=O)NCCCN3CCOCC3)o2)c1
  A: /	B: /	C: 1.1	D: 8%	E: -8%	F: 10%	G: -1%	H: 0.4%[50 µM]	I: 1%	J: -9.7%

> COc1cccc(N=C(N)N)c1
  A: 1	B: 737	C: 1.1	D: -2%	E: -8%	F: -7%	G: -1%	H: -0.1%	I: 20%	J: -3.6%

(list continues)
Letter code – A = Hep lipid drop; B = Hep lipid drop cells 6.5 µM; C = TNAP activators; D = PMI inhibitors; E = M1AAP inhibition; F = human PMI inhibitors; G = P. falciparum M17LAP; H = UTI89 phage lysis; I = SIAH1 antagonists; J = XIAP displacement
> CN1CCc2c(sc3c2C(=O)NC(c2ccco2)N3)C1 (stereo not given)
  A: /	B: /	C: 1	D: 10%	E: 11%	F: 14%	G: -23%	H: 0.1%	I: -1%	J: -7.4%

> S=c1[nH]nc(-c2ccc3ccccc3n2)n1-c1cc(Cl)cc(Cl)c1
  A: 17	B: 687	C: 1	D: -5%	E: -2%	F: -18%	G: 1%	H: 3.1%[50 µM]	I: -7%	J: -4.1%

> O=c1c(CN2CCN(Cc3ccccc3)CC2)coc2ccc(Cl)cc12
  A: -13	B: 594	C: 1	D: 23%	E: 7%	F: 20%	G: 2%	H: 6.3%	I: 2%	J: -4.4%

> CCCCc1ccc(NC=C2C(=O)OC3(CCCCC3)OC2=O)cc1
  A: 10	B: 785	C: 1	D: -2%	E: -2%	F: 0%	G: 20%	H: 0.7%	I: -2%	J: -4.8%

> CCN(c1ccccc1)S(=O)(=O)c1cc(C(=O)OC(C)C(=O)Nc2ccc3c(c2)OCCO3)ccc1C (stereo not given)
  A: 2	B: 694	C: 1.1	D: 14%	E: 1%	F: 13%	G: -1%	H: -0.5%[50 µM]	I: 33%	J: -0.9%

> CCCCCCN1C=C/C(=C\C=C(C#N)C#N)c2ccccc21
  A: -5	B: 605	C: 0.6	D: 18%	E: 4%	F: 15%	G: -1%	H: 6.0%	I: 1%	J: -7.3%

> COc1ccc(CCNC(=O)CSc2nc3cc(Cl)ccc3o2)cc1OC
  A: -21	B: 723	C: 1.1	D: 1%	E: 13%	F: -7%	G: 2%	H: 0.1%	I: 4%	J: -7.6%

> Oc1ccc(Cl)cc1C=NCCc1ccccc1
  A: 17	B: 683	C: 0.9	D: 3%	E: 11%	F: 20%	G: 5%	H: 2.4%[50 µM]	I: -1%	J: -9.6%

> O=C(O)c1cc(NCc2ccc3c(c2)OCO3)ccc1N1CCOCC1
  A: /	B: /	C: 1.1	D: 0%	E: 10%	F: 9%	G: -20%	H: 1.5%	I: 0%	J: -3.7%

> CC[C@H](C)C(C(=O)N1CCN(C(=O)OC(C)(C)C)CC1)n1cc(C(Cc2ccc(O)cc2)NC(=O)OC(C)(C)C)nn1 (stereo not given in full)
  A: -12	B: 690	C: 1.1	D: 4%	E: 5%	F: 6%	G: 2%	H: 0.4%	I: 5%	J: 1.9%

> c1ccc(Nc2nc(NCc3ccco3)c3ccccc3n2)cc1
  A: -17	B: 721	C: /	D: /	E: 1%	F: /	G: -8%	H: -0.7%	I: 19%	J: /

> CCOc1ccc(NC2=NCCC(=O)N2Cc2cccs2)cc1
  A: 5	B: 733	C: 1.2	D: -18%	E: 3%	F: -34%	G: 2%	H: 1.1%	I: 7%	J: -1.3%

> COc1ccc(NC(=S)NCC(c2cccnc2)N2CCOCC2)cc1 (stereo not given)
  A: 3	B: 648	C: 1.1	D: -12%	E: 7%	F: -12%	G: 12%	H: 2.2%	I: -3%	J: -0.6%

> Cn1c(Cc2ccc3c(c2)OCO3)nnc1SCC(=O)NC(C)(C)C
  A: 10	B: 684	C: 1	D: 7%	E: 4%	F: 8%	G: 6%	H: -0.2%	I: 10%	J: -5.8%

> COc1cc([N+](=O)[O-])c2nccnc2c1
  A: 17	B: 738	C: 1.1	D: 21%	E: 6%	F: 38%	G: 8%	H: -0.3%	I: 0%	J: 0.4%

> O=C(CC(=O)N1CCN(c2ccccn2)CC1)Nc1ccc2nc3n(c(=O)c2c1)CCCCC3
  A: /	B: /	C: 1.2	D: 4%	E: -5%	F: 3%	G: 7%	H: -0.7%	I: -1%	J: -5.2%

> COC(=O)CNC(=O)C1CCN(c2nc(C)cc(C)n2)CC1
  A: /	B: /	C: 1.1	D: -2%	E: 7%	F: -8%	G: 11%	H: 1.1%	I: -1%	J: -4.9%

> Cc1ccc(C(=O)Nc2ccccc2C(=O)NC(Cc2c[nH]c3ccccc23)C(=O)O)cc1 (stereo not given)
  A: 21	B: 659	C: 1.1	D: -3%	E: 2%	F: -2%	G: 31%	H: -3.5%	I: 1%	J: -8.1%

> CCOC(=O)N/N=C\c1sccc1C
  A: -4	B: 677	C: 1.1	D: 0%	E: -2%	F: 1%	G: 8%	H: 0.1%	I: 13%	J: -3.6%

> CCn1c(CC(=O)Nc2ccc(C)cc2)n[nH]c1=S
  A: 2	B: 658	C: 1	D: 5%	E: -4%	F: 2%	G: 18%	H: -0.7%	I: 3%	J: -10%

> O=C(c1cc([N+](=O)[O-])cc([N+](=O)[O-])c1)N1CCOCC1
  A: 0	B: 582	C: 1.1	D: -4%	E: 8%	F: -6%	G: 5%	H: 0.4%	I: 3%	J: -1.9%

> C#CCN1C(=O)C(O)(CC(=O)/C=C/c2ccco2)c2ccccc21 (stereo not given)
  A: 0	B: 726	C: 1	D: 10%	E: 5%	F: 11%	G: 39%	H: 0.7%	I: -3%	J: -4.4%

> COc1cc(C(=S)N2CCCC2)cc(OC)c1OS(=O)(=O)c1ccc(NC(C)=O)cc1
  A: 5	B: 607	C: 1.1	D: 6%	E: 5%	F: 9%	G: 12%	H: -0.1%	I: -6%	J: -0.2%

> COc1ccc(Oc2cn[nH]c2-c2ccc(O)cc2O)cc1
  A: 3	B: 789	C: 0.8	D: 4%	E: -8%	F: 5%	G: 14%	H: 0.9%	I: 0%	J: -19%

Bioassay records: PubChem BioAssay, several laboratories
